High-throughput results from PubChem.
RGS4-Gao reg = modulates binding of RGS4 to human Galphao. P09471. Multiplexed bead flow cytometry; actives lie on both sides. binding response (% of control), % at 10 µM. 220,000 tested, 0.33% active. AID 1415; in the data active = binding response below about 49% or above about 150%; inactive = in between;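 also: fluorescent Galphao activated with aluminum fluoride binding bead-coupled RGS4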
Target sequence (P09471 whole entry, looked up): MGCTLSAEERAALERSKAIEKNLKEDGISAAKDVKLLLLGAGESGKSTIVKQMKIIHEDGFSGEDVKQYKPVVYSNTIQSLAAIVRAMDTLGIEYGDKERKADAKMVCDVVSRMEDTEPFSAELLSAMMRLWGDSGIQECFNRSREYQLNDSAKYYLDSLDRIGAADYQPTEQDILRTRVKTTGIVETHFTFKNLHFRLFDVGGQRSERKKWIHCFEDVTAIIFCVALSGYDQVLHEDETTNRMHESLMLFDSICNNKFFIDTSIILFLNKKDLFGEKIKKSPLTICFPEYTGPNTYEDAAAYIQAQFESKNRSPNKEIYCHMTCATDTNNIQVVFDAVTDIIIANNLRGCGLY
ABCB1 block = human ABCB1 inhibition, ABCG2 as counter-screen; P08183; CCRF-Adr cells, JC-1 efflux, flow cytometry; inhibition, % at 6.6 µM; 190,000 tested, 0.067% active; in the data active = inhibition above about 40%;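 also: 0% = vehicle and 100% = reference inhibitor; higher value means more JC-1 retained so stronger ABCB1 efflux block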
ABCG2 inh = human ABCG2 inhibition, ABCB1 as counter-screen; Q9UNQ0; 190,000 tested, 0.1% active; IgMXP3 cells, JC-1 efflux, flow cytometry; inhibition, % at 6.6 µM; AID 1325;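 active = inhibition above 80%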;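 also: 0% = DMSO and 100% = nicardipine control wells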
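Test system: IgMXP3 cells (ABCG2) mixed with DDAO far-red-labelled CCRF-Adr cells (ABCB1). Reagent: JC-1 transporter substrate. Compound dosing: single test compound dose, 6.6 µM final. Times: 10 min compound exposure, 25 °C. Detection: flow cytometry of retained JC-1 fluorescence. Read-out basis: efflux inhibition in percent versus controls. Controls: nicardipine and DMSO wells.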
RGS7-Gao reg = regulators of human RGS7-Galphao interaction. P09471. Multiplexed bead flow cytometry, RGS7-Galphao binding; actives lie on both sides. 220,000 tested, 0.35% active. binding response (% of control), % at 10 µM. AID 1439; in the data active = binding response below about 49% or above about 150%; inconclusive = no clear call, values can overlap the other calls; inactive = in between;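 also: fluorescent Galphao held in activated GDP-AlF4 state binding bead-coupled RGS7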
Bim-Bcl-2 = inhibitors of Bim-Bcl-2 interaction, human; Bead-based flow cytometry, Bim peptide-Bcl-2 binding; inhibition, % at 10 µM; 190,000 tested, 0.06% active; in the data active = inhibition above about 40%; inconclusive = no clear call, values can overlap the other calls;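 also: 0% = no compound wells with probe peptide and 100% = reference peptide inhibitor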
Target sequence (P10415 whole entry, looked up): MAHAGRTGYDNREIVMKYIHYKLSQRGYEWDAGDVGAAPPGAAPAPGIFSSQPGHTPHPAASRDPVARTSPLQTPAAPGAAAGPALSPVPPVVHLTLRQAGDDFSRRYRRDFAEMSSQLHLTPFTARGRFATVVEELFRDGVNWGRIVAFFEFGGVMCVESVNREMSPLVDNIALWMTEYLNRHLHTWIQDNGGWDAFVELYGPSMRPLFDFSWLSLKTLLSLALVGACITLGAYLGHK
Bfl-1 Bim block = human Bim-Bfl-1 interaction inhibition; Bead-based flow cytometry, Bim-Bfl-1 binding inhibition; inhibition, % at 10 µM; Q16548; 190,000 tested, 0.12% active;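 also: 0% = wells without compound plus tracer and 100% = blocker peptide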
GSH bead fluor = compound fluoresces at 488/530 nm on GSH beads; fluorescence (KMESF) at 10 µM; AID 1776; 190,000 tested, 0.25% active; GSH beads flow cytometry, compound fluorescence 488/530 nm; hits give high values; in the data active = fluorescence above about 89;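 also: glutathione beads carrying GST-tagged Bcl family fusion proteins plus one bare bead set; values are compound well signal with DMSO vehicle wells as background; inactives centre near 16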
Bcl-W Bim block = human Bim-Bcl-W interaction inhibition; Q92843; bead-based flow cytometry, Bim peptide-Bcl-W binding; inhibition, % at 10 µM; 190,000 tested, 0.02% active; AID 952;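 also: 0% = bound tracer without compound and 100% = peptide blocker; higher means less fluorescent Bim peptide bound to Bcl-W beads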
Bcl-XL Bim block = disrupts Bim peptide binding to human Bcl-XL. inhibition, % at 10 µM. Q07817. bead flow cytometry, fluorescence. 190,000 tested, 0.04% active. AID 1007
Target sequence (Q07817 whole entry, looked up): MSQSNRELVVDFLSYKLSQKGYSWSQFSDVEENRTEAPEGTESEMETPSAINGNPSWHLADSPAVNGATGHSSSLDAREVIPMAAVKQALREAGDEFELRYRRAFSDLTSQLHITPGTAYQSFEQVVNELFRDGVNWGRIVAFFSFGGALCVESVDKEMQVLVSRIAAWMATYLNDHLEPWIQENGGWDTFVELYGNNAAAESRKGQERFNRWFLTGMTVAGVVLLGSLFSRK
Bim-Bcl-B = human Bim-Bcl-B interaction inhibition. Q9HD36. bead-based flow cytometry, Bim peptide-Bcl-B binding. inhibition, % at 10 µM. 190,000 tested, 0.073% active. AID 951;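 also: 0% = tracer peptide without compound and 100% = reference inhibitor peptide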
Target sequence (Q9HD36 whole entry, looked up): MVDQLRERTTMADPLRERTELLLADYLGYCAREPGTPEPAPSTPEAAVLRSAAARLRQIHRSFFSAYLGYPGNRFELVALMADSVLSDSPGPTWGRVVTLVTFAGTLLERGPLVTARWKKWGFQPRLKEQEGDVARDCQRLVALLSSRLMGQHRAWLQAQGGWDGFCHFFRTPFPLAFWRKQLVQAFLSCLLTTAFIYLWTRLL
Avidin fluor = compound fluoresces at 488/530 nm on avidin beads; compound fluorescence 488/530 nm, flow cytometry; hits give high values; fluorescence (KMESF) at 10 µM; 220,000 tested, 0.38% active; AID 1775; in the data active = fluorescence above about 47; also: inactives centre near 10
* hit, by the source's call; ? = inconclusive; / = no result given. Rule as the data show it, unless noted: active = inhibition above about 40%.

The opening 5 records, to show the layout:
SMILES	RGS4-Gao reg	ABCB1 block	ABCG2 inh	RGS7-Gao reg	Bim-Bcl-2	Bfl-1 Bim block	GSH bead fluor	Bcl-W Bim block	Bcl-XL Bim block	Bim-Bcl-B	Avidin fluor
CCOC(=O)CNC(=O)CSc1nnc(-c2cccc(C)c2)n1-c1ccc(OC)cc1	106	2.6	17	101	-10	-20	35	-3	-10	-12	14
O=C(O)c1ccccc1NC(=O)N1CCOCC1	99	0.3	0	100	-5	-1	14	-4	-2	3	8
CCOC(=O)Nc1oc2ccccc2c(=O)c1CN1CCOCC1	102	1.7	2	98	-3	-4	9	-1	-1	0	26
CC1(C)C(C=C(Cl)Cl)C1C(=O)N(Cc1ccccc1Cl)C1CCS(=O)(=O)C1 (stereo unspecified)	100	1.1	3	100	-7	-1	13	-4	-8	-7	3
CCCCSc1nc(C)cc(SCC(=O)N/N=C/c2ccccc2)n1	109	0.9	11	105	0	-6	13	0	0	-1	9

The list itself, previewed entries included:
SMILES	RGS4-Gao reg	ABCB1 block	ABCG2 inh	RGS7-Gao reg	Bim-Bcl-2	Bfl-1 Bim block	GSH bead fluor	Bcl-W Bim block	Bcl-XL Bim block	Bim-Bcl-B	Avidin fluor
CCOC(=O)CNC(=O)CSc1nnc(-c2cccc(C)c2)n1-c1ccc(OC)cc1	106	2.6	17	101	-10	-20	35	-3	-10	-12	14
O=C(O)c1ccccc1NC(=O)N1CCOCC1	99	0.3	0	100	-5	-1	14	-4	-2	3	8
CCOC(=O)Nc1oc2ccccc2c(=O)c1CN1CCOCC1	102	1.7	2	98	-3	-4	9	-1	-1	0	26
CC1(C)C(C=C(Cl)Cl)C1C(=O)N(Cc1ccccc1Cl)C1CCS(=O)(=O)C1 (stereo unspecified)	100	1.1	3	100	-7	-1	13	-4	-8	-7	3
CCCCSc1nc(C)cc(SCC(=O)N/N=C/c2ccccc2)n1	109	0.9	11	105	0	-6	13	0	0	-1	9
COc1ccc(-n2nnnc2SCC(=O)Nc2cc(OC)c([N+](=O)[O-])cc2C)cc1	95	0.4	4	92	-3	-5	16	-3	-6	-5	5
COP(C)(=O)c1c(C)nn(-c2ccccc2)c1C (stereo unspecified)	100	0.2	-1	97	-8	-13	36	-2	-4	-8	8
CC(=O)N/C(=C\c1ccccc1)C(=O)NCC(=O)O	102	0.3	0	105	-7	-6	13	-1	-5	-6	13
O=C(COC(=O)c1cc(S(=O)(=O)N2CCOCC2)ccc1F)c1ccc[nH]1	98	0.8	3	94	1	0	8	0	0	0	11
CCOc1ccccc1NC(=O)Cn1c(=O)n(-c2ccc(OC)cc2OC)c(=O)c2c(C)c(C(=O)N(CC)CC)sc21	103	1.1	1	105	-3	-6	14	-4	-3	-7	12
CCCOc1ccc(Cl)cc1CNc1ccccc1	93	-0.3	0	92	-1	-3	13	-4	-2	-2	6
Cc1ccc(C(C)NC(=O)C23CC4CC(CC(C4)C2)C3)cc1 (stereo unspecified)	101	0.8	0	103	0	-4	13	-3	0	-1	10
Nc1c(S(=O)(=O)c2ccccc2)csc1C(=O)O	89	0.5	2	88	2	0	27	5	4	-1	9
CCCc1n[nH]c2c1/C(=N\O)CCC2	102	0.4	1	102	0	-2	53	0	-1	3	8
O=C(CCC(=O)Nc1ccccc1)NNC(=O)c1ccccc1Cl	99	0.2	4	101	0	-3	14	3	0	2	12
Cc1ccc2c(c1)N(CCC(=O)NCCCOC(C)C)C(=O)C(C)O2 (stereo unspecified)	98	0.8	2	98	0	-1	20	-1	-5	-1	38
CCc1ccc(C2c3[nH]c4ccccc4c3CCN2C(=O)CN2CCN(CC)CC2)cc1 (stereo unspecified)	104	1.6	2	100	-2	4	18	-3	-6	-1	6
CCOC(=O)N1CCN(C(=O)c2ccc3c(=O)n(CCc4ccccc4)c(=O)[nH]c3c2)CC1	97	0.8	4	97	-3	-7	44	0	-2	-7	7
O=C(CSC1=NS(=O)(=O)c2ccccc21)Nc1ccccc1	102	0.9	4	89	-3	-1	19	-1	-1	-8	4
Cc1c(F)cccc1NS(=O)(=O)c1ccc(OCCNS(C)(=O)=O)cc1	98	-0.6	0	100	0	-4	11	-1	1	4	5
Cc1cc(C)nc(NC(=O)c2csnn2)c1	110	-0.3	1	107	-1	-1	12	-1	0	-2	12
COc1ccc(C(O)(C(=O)NNc2ccc(C)cc2)c2cccs2)cc1 (stereo unspecified)	98	-0.7	-1	97	-2	1	22	-1	-2	0	13
O=C(C1CCCCC1)N1CCN(S(=O)(=O)c2ccc(Cl)cc2)CC1	102	1.0	3	102	-3	-11	5	-2	-2	-2	8
COc1cc2c(cc1/C=C/C(=O)O)OC(C)C2 (stereo unspecified)	102	-0.2	1	?	-1	-5	28	-5	-1	-3	9
CCCC(=O)Nc1ccc(C(=O)NNC(=O)c2cccc([N+](=O)[O-])c2)cc1	96	0.5	2	94	-2	-2	13	-4	-3	-5	9
CC(C)OP(=O)(Nc1cccc2ccccc12)OC(C)C	85	-0.4	-1	91	-1	-1	23	-5	-4	-7	2
CCCn1nc2cc(C(=O)NCc3ccc(C)cc3)ccc2c1OCC	100	0.3	2	95	0	0	8	0	-2	0	/
CN(C)S(=O)(=O)c1cccc(-c2nn(-c3ccccc3)cc2/C=C(/C#N)C(=O)NCc2ccco2)c1	101	1.5	9	101	-7	-7	10	-6	-9	-9	10
O=[N+]([O-])c1ccc(-n2cccn2)c(-c2nn[nH]n2)c1	102	0.2	0	102	-3	-5	9	-2	-6	-8	21
CC(C)(C)NC(=O)CN(C(=O)c1ccc(Cl)nc1)c1cccc2ccccc12	102	1.4	1	101	0	-4	10	0	0	-2	11
CC(=O)c1ccc(OCC(C)C)c(CN2CCCCC2)c1	104	1.4	11	106	-9	-16	26	-4	-8	-7	36
CCOC(=O)Nc1sc2c(c1C#N)CCC(C)C2 (stereo unspecified)	100	0.6	4	102	-2	-2	17	-5	-2	-7	16
O=C(NCc1ccc2c(c1)OCO2)C1CC(=O)N(C2CCCCCCC2)C1 (stereo unspecified)	92	0.4	2	91	-4	-4	27	0	-2	-1	6
O=C(NNC(=O)C1CC=CCC1C(=O)O)c1ccc(Cl)cc1 (stereo unspecified)	97	0.7	1	97	0	-5	24	2	2	2	10
CCc1ccc(N(C(=O)CCC(=O)Nc2cc(C)on2)C(C(=O)NC2CCCC2)c2ccco2)cc1 (stereo unspecified)	101	0.7	0	100	-2	0	38	-4	-3	-14	3
CC(C)(C)c1ccc(/C=N/NC(=O)Cc2c[nH]c3ccccc23)cc1	101	0.1	0	100	4	1	22	3	2	6	14
CN(C)NC(=O)C(NC(=O)c1ccccc1)C12CC3CC(CC(C3)C1)C2 (stereo unspecified)	99	-0.4	-1	95	0	5	12	-4	-3	2	8
Cn1c(=O)c2c(nc(Cl)n2CC(=O)N2CCCCC2)n(C)c1=O	106	2.4	1	105	0	-6	14	-3	-2	-6	14
CCOC(=O)c1cnc(SCC(=O)Nc2nc(C)c(C)s2)nc1N	60	0.5	2	67	-2	-3	11	-2	-3	-2	19
COCCCNC(=O)CCn1c(=O)c2ccccc2n(CC(=O)Nc2ccccc2C)c1=O	100	2.2	15	103	0	-3	20	-1	-5	-4	17
CCCn1c(N)c(C(c2ccc(C(=O)OC)cc2)N2CCN(c3ccccc3)CC2)c(=O)[nH]c1=O (stereo unspecified)	102	0.3	1	102	-2	-5	15	-1	-2	-1	31
CCOC(=O)C1=NN(c2ccc(OC)cc2)C(c2ccccc2)CC1=O (stereo unspecified)	99	0.3	1	98	-17	0	17	-1	-3	0	22
COc1ccc(NC(=O)CC2C(=O)OCC3CCCCN32)cc1Cl (stereo unspecified)	101	-0.8	-5	102	1	6	9	-1	-4	5	10
Cc1c(C#N)c(N)nc(Cl)c1C#N	100	0.8	6	98	-4	-5	12	-1	0	-1	11
C#CCOc1c(Br)cc(/C=N/O)cc1OCC	99	0.3	7	96	0	-1	14	0	0	2	6
CCOC(=O)c1[nH]c2ccc(OC)cc2c1NC(=O)CN1CCSCC1	103	0.4	1	107	0	-1	12	-6	-2	0	36
COC(=O)c1ccc(OCC(=O)Nc2nn(-c3ccccc3)nc2C(N)=O)cc1	101	-0.1	0	98	-5	-2	12	-1	0	-1	27
CC1(C)CC(=O)c2cc(OCC(=O)NCc3cccnc3)ccc2O1	103	0.4	2	101	-1	-1	12	0	-1	0	34
O=C(Cc1cccc2ccccc12)N1CCN(c2ncccn2)CC1	101	0.5	1	?	-1	-3	12	0	2	0	9
S=c1[nH]nc(CN2CCCCC2)n1Cc1ccccc1	96	2.0	4	?	0	2	11	0	-1	-10	8
O=C(OCC(=O)c1ccc[nH]1)c1ccc(S(=O)(=O)N2CCCCCC2)cc1	99	0.1	19	100	-7	-14	34	4	-9	-8	12
CCOC(=O)c1[nH]c2ccc(Br)cc2c1NC(=O)CNC	82	0.3	4	90	-2	-2	9	-1	1	-2	12
CN1CCN(C(=O)/C=C\c2ccc(Cl)cc2)CC1	111	1.5	11	107	-1	0	10	-2	-4	0	3
Cc1ccc2nc(SCC(=O)c3cc(C)n(C)c3C)[nH]c2c1	86	0.4	2	92	-9	-12	55	0	-9	-10	8
O=C(NCCCn1ccnc1)c1cnn2c1NC(c1ccccc1)CC2C(F)(F)F (stereo unspecified)	98	0.9	13	100	-10	-14	30	-2	-5	-7	17
CC(C)c1ccc(N(CC(=O)NCCSC(C)(C)C)S(C)(=O)=O)cc1	98	0.7	2	102	-7	-10	34	-2	-3	-7	11
CCCC(=O)c1ccc(N2CCN(S(=O)(=O)c3ccccc3)CC2)c(F)c1	95	0.8	2	98	0	-4	6	-1	-5	-1	10
COC(=O)c1ccccc1NC(=O)Cn1c(-c2nonc2N)nc2ccccc21	93	0.2	8	94	-3	-7	38	4	-5	-4	6
COc1ccc(-n2c(C)cc(C(=O)CSc3nnc(-c4cccs4)o3)c2C)cc1	96	0.6	5	98	-1	0	15	-2	0	-1	8
CCO[C@@H]1OC(C(=O)Nc2ccccc2)=C[C@H](c2ccc(Br)cc2)[C@H]1CCCO	104	3.5	7	108	0	-4	19	1	-1	-4	5

Continuation.
SMILES	RGS4-Gao reg	ABCB1 block	ABCG2 inh	RGS7-Gao reg	Bim-Bcl-2	Bfl-1 Bim block	GSH bead fluor	Bcl-W Bim block	Bcl-XL Bim block	Bim-Bcl-B	Avidin fluor
O=C(O)c1cn(Cc2ccccn2)c(=O)c2ccccc12	90	0.0	0	?	-1	-5	13	0	-3	-5	9
CCOC(=O)CSc1nnc(CNC(=O)c2ccccc2OC)n1-c1ccc(OC)cc1	106	1.6	12	102	-10	-8	25	-6	-9	-7	11
COc1ccc(C2C(C(=O)Nc3cccc(C)n3)c3ccccc3C(=O)N2C)cc1 (stereo unspecified)	100	3.3	49	100	-9	-17	26	-2	-7	-10	37
CNc1cc(C(F)(F)F)nc(-c2ccccn2)n1	100	0.2	0	101	-4	-12	37	0	-3	-6	12
O=C(NCc1ccc(Cl)cc1Cl)c1ccc2nc[nH]c2c1	102	0.5	16	96	-1	-4	10	-3	-1	-6	9
CCc1nnc(NC(=O)c2ccc3c(c2)C(=O)N(CC(C)C)C3=O)s1	100	-0.3	0	100	-4	-3	26	-2	-5	-3	7
O=C(CSc1nnnn1C1CCCC1)N1CCCc2ccccc21	102	1.3	6	105	-9	-14	56	4	-2	-9	12

Rows are unselected; overall some 1.3% were active at least once.
